GLP-1R agonist = agonists of human GLP-1 receptor; HEK293 GLP-1R CRE-luciferase, luminescence, 4-6 h; cells express a hypersensitive GLP-1R form; Potency, µM (highest dose often 45.6 µM), for inactives: at the top dose activation, hits mostly activators; P43220; 380,000 tested, 0.007% active; AID 624172; also: potency is read from the fitted curve at half-maximal effect; % of control where 0% means no effect
PLK1 PBD inh = blocks phosphopeptide binding to human PLK1 polo-box domain | P53350 | Plk1 PBD binding of FITC phosphopeptide, fluorescence polarization | 360,000 tested, 2.8% active | Potency, µM, for the others: max response, negative = inhibition, most hits filed as inhibitors | AID 720504; also: potency is read from the fitted curve at half-maximal effect; series mostly up to about 57 µM; % is scaled to controls: 0 for no effect and ±100 for the full control effect; nearly all actives have a fitted effect of over 65% in size
IL-2 act = activates IL-2 in a cell-based reporter assay; IL-2 activation reporter assay, cell-based qHTS; stimulated with anti-CD3/CD4/CD28 beads; in transgenic mouse T cells; activation, % (series mostly up to about 46 µM); 360,000 tested, 0.065% active; AID 652025; in the data active = activation above about 50%; inconclusive = mostly about 30% to 49%; also: 0% is about no effect
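Quantitative HTS in unstimulated transgenic mouse T cells, with memory T cells as non-tolerant control and PMA/ionomycin as tolerance-bypass control. Compound pretreatment lasted 60 minutes before 18 h bead stimulation; EGFP/DsRed fluorescence read.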
DRD3 agonist = D3 dopamine receptor (human) agonism. 410,000 tested, 0.58% active. AID 652048. max activation, %. P35462. D3R DiscoveRx beta-arrestin cells, luminescence, 90 min; in the data active = max activation above about 30%; also: 0% is about no effect; mostly tested at two doses, the higher about 12 µM
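Cells at 1500/well, incubated overnight, then treated with pinned compounds (dopamine as control) for 90 min at 37 degrees C. DiscoveRx reagent added for 30 - 60 minutes at room temperature; luminescence read.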
DRD3 antagonist = D3 dopamine receptor (human) antagonism; P35462; D3R cells, DiscoveRx beta-arrestin luminescence, antagonist mode; active compounds read low; max response, negative = inhibition, %; 360,000 tested, 2.5% active; AID 652054; in the data active = max response below about -50%; inconclusive = no clear call, values can overlap the other calls; also: % is scaled to controls: 0 for no effect and ±100 for the full control effect; mostly tested at two doses, the higher about 12 µM
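Cells plated overnight at 1500 cells/well, then exposed to library compounds with dopamine controls for 90 minutes at 37 degrees C. DiscoveRx reagent added for 30–60 minutes at room temperature; luminescence read, quantitative HTS format.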
GLP1R cytotox = cytotoxicity counter-screen for GLP-1 receptor inverse agonists; HEK293 cAMP-luciferase reporter cells, luminescence, 24 h; Potency, µM (top dose mostly 38.3 µM), for the others: at the highest dose activity change, negative = inhibition, usual class: inhibitors; 410,000 tested, 0.13% active; AID 624418;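 also: loss of luciferase light is scored as toxicity; potency is read from the fitted curve at half-maximal effect; % is scaled to controls: 0 for no effect and ±100 for the full control effect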
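Luminescence readout: signal drop marks cytotoxicity. Plated cells grew 12 h at 37 °C, 5% CO2, received 23 nL compound for 24 h, then got luciferase reagent, read after 12 min at RT.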
GLP-1R inv ag = acts as inverse agonist at human GLP-1 receptor; 410,000 tested, 1.6% active; AID 624417; HEK293 GLP-1R CRE-luciferase, luminescence, 24 h; GLP-1R form is constitutively active; Potency, µM (doses to about 38.3 µM), inactives show at the highest dose activity change, negative = inhibition, actives largely listed as inhibitors; P43220; also: potency is read from the fitted curve at half-maximal effect; % is scaled to controls: 0 for no effect and ±100 for the full control effect; nearly all actives have a fitted effect of over 55% in size
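HEK293 cells stably co-expressing a cAMP-responsive luciferase reporter and constitutively active GLP-1R were seeded, incubated 12 h, then exposed to compounds for 24 h at 37 C. Luminescence was read 12 min after detection reagent; inverse agonists lower signal.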
WRN inhibitor = blocks human WRN helicase | 360,000 tested, 0.46% active | WRN helicase unwinding, fluorescent forked duplex, kinetic | Potency, µM (highest dose often 114 µM), inactives show at the highest dose activity change, negative = inhibition, most hits filed as inhibitors; also: potency is read from the fitted curve at half-maximal effect; % is scaled to controls: 0 for no effect and ±100 for the full control effect; nearly all actives have a fitted effect of over 55% in size
Target sequence (Q14191 whole entry, looked up): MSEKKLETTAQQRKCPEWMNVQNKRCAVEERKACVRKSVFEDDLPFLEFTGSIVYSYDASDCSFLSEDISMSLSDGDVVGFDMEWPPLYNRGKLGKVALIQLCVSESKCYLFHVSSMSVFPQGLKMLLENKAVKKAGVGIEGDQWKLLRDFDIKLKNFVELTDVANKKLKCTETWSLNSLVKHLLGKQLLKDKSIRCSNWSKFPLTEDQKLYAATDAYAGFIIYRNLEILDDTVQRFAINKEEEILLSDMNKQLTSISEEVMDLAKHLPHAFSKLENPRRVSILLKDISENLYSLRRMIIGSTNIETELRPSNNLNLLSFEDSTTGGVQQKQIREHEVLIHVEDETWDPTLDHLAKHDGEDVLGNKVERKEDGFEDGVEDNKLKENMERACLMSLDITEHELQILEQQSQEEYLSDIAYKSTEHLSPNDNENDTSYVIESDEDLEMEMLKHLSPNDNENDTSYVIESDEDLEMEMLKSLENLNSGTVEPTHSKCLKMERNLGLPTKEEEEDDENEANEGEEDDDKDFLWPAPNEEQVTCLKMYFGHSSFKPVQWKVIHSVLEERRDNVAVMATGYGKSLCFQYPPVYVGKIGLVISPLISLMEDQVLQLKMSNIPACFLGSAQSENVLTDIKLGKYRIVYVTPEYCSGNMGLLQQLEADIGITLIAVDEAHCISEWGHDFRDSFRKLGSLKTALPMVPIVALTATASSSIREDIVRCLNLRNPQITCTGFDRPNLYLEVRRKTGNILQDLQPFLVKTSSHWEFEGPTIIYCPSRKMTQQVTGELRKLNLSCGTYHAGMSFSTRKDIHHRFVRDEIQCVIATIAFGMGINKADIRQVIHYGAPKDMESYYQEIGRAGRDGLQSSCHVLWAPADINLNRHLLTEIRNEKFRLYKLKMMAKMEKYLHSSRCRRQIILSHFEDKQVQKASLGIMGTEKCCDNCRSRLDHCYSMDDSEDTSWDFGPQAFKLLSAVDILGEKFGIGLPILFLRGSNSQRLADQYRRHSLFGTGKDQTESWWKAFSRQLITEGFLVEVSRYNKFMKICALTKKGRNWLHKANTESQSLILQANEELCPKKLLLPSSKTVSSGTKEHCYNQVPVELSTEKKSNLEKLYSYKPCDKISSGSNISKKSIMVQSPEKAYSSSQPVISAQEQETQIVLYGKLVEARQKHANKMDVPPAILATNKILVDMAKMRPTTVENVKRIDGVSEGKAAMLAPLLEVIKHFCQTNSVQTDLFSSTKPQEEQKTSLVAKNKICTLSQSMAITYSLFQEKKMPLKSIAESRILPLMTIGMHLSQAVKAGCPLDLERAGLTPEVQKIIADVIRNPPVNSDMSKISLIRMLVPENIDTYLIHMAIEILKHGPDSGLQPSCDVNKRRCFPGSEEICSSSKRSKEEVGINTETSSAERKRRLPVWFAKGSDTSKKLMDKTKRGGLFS
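Kinetic fluorescence helicase assay: unwinding of a quenched forked DNA duplex (100 nM final) with 2 mM ATP final raises red fluorescence (525/598 nm). Compounds sat 15 min at room temperature with 20 nM WRN beforehand.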
PI5P4K alpha inh = inhibitors of human PI5P4K alpha; 330,000 tested, 1.2% active; PI5P4Kalpha enzyme, ADP-Glo luminescence, 60 min; active compounds read low; AID 652105; P48426; max response, %; active = max response of -50% or lower; inconclusive = between -30% and -50%; inactive = -30% or higher; also: value at the top dose of about 77 µM; % is scaled to controls: 0 for no effect and ±100 for the full control effect
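Controls without substrate or without enzyme flank wells where PI5P4Kalpha converts substrate using 5 microM ATP (final). Incubation lasts 60 minutes at room temperature; ADP formed is read by ADP-Glo luminescence.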
Numbers without * were called inactive; ? = inconclusive; · = not tested or not shown; [ ] = another dose, or the depositor's remark. Unless noted, calls follow the shape of the dose curve; as a rule, active = well fitted curve in the direction sought with a large enough effect; inconclusive = small, poorly fitted or top-dose-only effect, or another doubt; inactive = no such curve, though single readings can be large; an effect the other way counts as inactive or inconclusive. An unsorted share of the library. Share with any hit: about 7.8%.

structure	GLP-1R agonist	PLK1 PBD inh	IL-2 act	DRD3 agonist	DRD3 antagonist	GLP1R cytotox	GLP-1R inv ag	WRN inhibitor	PI5P4K alpha inh
CC1(C(=O)NS(=O)(=O)c2ccc(Cl)s2)CCN1C(=O)c1ccccc1CCc1ccccc1 (stereo not given)	-4%	-22%	2.4	0	?	-5%	?	0%	2
Cc1ccc(S(=O)(=O)N2CCCCC2CCNC(=O)C(=O)NCc2cccnc2)cc1 (stereo not given)	-4%	-2%	-3.3	-16	-6	?	?	-5%	2
Cc1c(Cc2ccccc2)c(=O)oc2c(C)c(OCc3nn[nH]n3)ccc12	-2%	-29%	1.0	-5	64	-2%	1%	-33%	?
Cc1nnc(SCC(=O)NC2CCCCCC2)n1N	-2%	-14%	0.4	-10	-5	1%	?	-3%	1
Cc1ccc(NC(=S)N(C)C)cc1C	1%	-2%	-1.2	7	-13	0%	3%	-1%	-5
Cc1cccc(OC(=O)c2ccc3nccnc3c2)c1	-7%	-20%	-0.6	1	22	-2%	22%	-4%	6
CCCN1C(=O)c2cc(C(=O)Nc3ccccc3C)ccc2C1Nc1ccccc1C (stereo not given)	10%	-1%	-0.9	-1	-2	-17%	?	-13%	8
CCOC(=O)C1=C(C)Nc2nc(SC)nn2C1c1ccc(C(=O)OC)cc1 (stereo not given)	6%	-3%	-1.7	-15	-13	0%	2%	-2%	·
Nc1ncncc1-c1ccc2ccccc2c1	20%	-6%	-3.4	-1	2	18%	0%	10%	-9
CCOC(=O)N1C(=O)C2(CCCCC2)N(c2ccccc2Cl)C1=S	-8%	-10%	6.2	2	-10	?	?	-28%[57.1 µM]	8
Cc1ccccc1-n1ncc2c1CC(C)(C)CC2NC(=O)C1CCC1 (stereo not given)	8%	-4%	-0.9	-1	0	-9%	-1%	-4%	0
CCOC(=O)C1CCN(CCC(=O)Nc2cccc(Cl)c2)CC1	-4%	-1%	-2.5	-5	-56*	-8%	-25%	2%	0
O=C(CSc1ncc(-c2ccc(F)cc2)n1Cc1ccco1)Nc1ccc2c(c1)OCO2	7%	-9%	-1.6	4	?	3%	?	-17%	7
O=C(Nc1nnc(C2=COCCO2)o1)c1ccc(S(=O)(=O)N2CCOCC2)cc1	-1%	-2%	0.4	6	-14	-6%	9%	-10%	-7
COC(C[C@@H](O)CC(=O)COCc1ccccc1)OC	-1%	-5%	0.4	-3	6	11%	9%	11%	-2
COc1ccc(COC(=O)c2n[nH]c3ccccc23)cc1F	34%	-12%	-1.6	1	33	19%	-27%	-7%	9
COc1ccccc1CNC(=O)c1ccc(N(C)S(=O)(=O)c2ccc(C)cc2)cc1	0%	10%	0.0	4	4	11%	-18%	-4%	3
CCNC(=O)CCCOc1ccc(Cl)cc1Cl	16%	-2%	1.8	4	3	5%	3%	2%	·
Cc1ccc(NC(=O)Cn2nc(C)c(S(=O)(=O)N(C)C)c2C)cc1C	-5%	-12%	0.5	0	-8	-1%	16%	0%	1
CCC(CC)c1nnc(NC(=O)c2c(-c3ccccc3)noc2C)s1	-3%	?	2.1	-4	7	6%	?	2%	3
O=C(CCC(=O)c1cccs1)OCc1nc2ccccc2s1	-5%	0%	-3.0	-3	13	-3%	18%	-3%	3
COc1ccc(S(=O)(=O)N2CCCC(C(=O)NCc3cccnc3)C2)cc1OC (stereo not given)	5%	6%	1.5	-2	16	4%	1%	-4%	1
Nc1nc(COC(=O)C2CC(=O)N(CCc3ccccc3)C2)nc(Nc2ccccc2)n1 (stereo not given)	8%	-2%	-0.4	1	9	2%	19%	1%	-15
CC1=C(C(=O)N(C)C)CC(CC(=O)NCCCN(C)C)C(=O)N1CCCN1CCCC1=O (stereo not given)	-2%	-4%	5.2	9	10	1%	28%	-4%	-1
COC(=O)C(Cc1cnc[nH]1)NC(=O)C1CCC(=O)N1 (stereo not given)	-6%	-5%	-0.2	1	22	3%	1%	15%	·
O=C1C2C3C=CC(C3)C2C(=O)N1c1cccc2ccccc12 (stereo not given)	-2%	5%	-1.6	4	5	6%	6%	-3%	2
CCOC(=O)CNC(=S)N(CCCN1CCCC1)Cc1cccs1	12%	0%	-2.2	-12	-12	-5%	17%	0%	2
CCC(=O)Nc1ccc2nc(C3CC3)n(Cc3ccccc3)c(=O)c2c1	9%	-5%	0.6	-3	12	-6%	19%	0%	1
CCCCC1CCC(C(=O)N(CCOC)c2c(N)n(CC(C)C)c(=O)[nH]c2=O)CC1 (stereo not given)	2%	-3%	0.2	2	0	4%	20%	4%	3
Cn1nc(C(=O)Nc2ccc3c(c2)OCCO3)cc1C(=O)O	-2%	-8%	-0.5	0	-11	1%	-29%	2%[57.1 µM]	-6
COc1cccc(C(=O)Nc2nnc(-c3cccs3)s2)c1	-12%	-16%	-0.3	-21	0	-8%	-2%	-7%	0
COCCNC(=O)c1ccc(CS(=O)(=O)c2ccc(C)cc2)o1	-2%	-8%	-2.1	4	-24	-10%	6%	-2%	-1
Cc1ccc(CSc2nnc(SCC(=O)N/N=C/c3ccccc3OCC(=O)O)s2)cc1	-6%	-10%	0.2	6	-2	-34%	?	-3%	-3
Cc1cccc(C(=O)NNC(=O)c2ccc(NC(=O)C(C)(C)C)cc2)c1	-2%	-5%	0.0	-1	-26	3%	10%	5%	-1
CCOc1ccc(C(=O)Nc2cccc(-c3ccc4nncn4n3)c2)cc1	24%	?	-0.5	6	-13	-11%	108%[activator]	-8%	1
CCOc1ccccc1Cn1c(=O)sc2ccccc21	16%	-14%	1.0	-5	4	0%	?	?	4
Cc1cccc(N2C(=O)CC(SC(N)=Nc3ccccc3)C2=O)c1 (stereo not given)	6%	24µM*	0.2	1	-1	-6%	-20%	-1%	-22
Cc1cc(C(=O)OCC(=O)N2CC(=O)Nc3ccccc32)no1	-13%	-18%	0.2	0	5	-5%	2%	-2%	·
O=C(Nc1cccc(S(=O)(=O)Nc2ccccc2Cl)c1)c1ccc(N2CCCC2)c([N+](=O)[O-])c1	2%	-3%	-3.0	-3	-17	-19%	?	-25%[57.1 µM]	-9
COc1ccc(/C=C/c2nc(-c3ccccc3O)n(-c3ccccc3)n2)cc1	-33%[inhibitor]	-4%	1.0	4	5	18%	17%	0%	19
CC(C)(C)c1cccc(C2(O)C(=O)c3ccccc3C2=O)c1O	21%	2%	1.4	8	-6	2%	?	-12%	-1
CC(Oc1ccccc1)C(=O)Nc1nnc(S(=O)(=O)N(C)c2ccccc2)s1 (stereo not given)	-7%	1%	-2.5	4	-14	5%	-30%	-3%	-2
O=C(O)CSc1nnc(-c2ccco2)o1	2%	-5%	2.2	0	38	-6%	1%	4%	0
CCCOC(=O)Nc1nc(-c2ccc(C)cc2)c(C)s1	16%	?	-6.7	-7	-19	-2%	?	-34%	0
COc1ccc(OC)c(S(=O)(=O)N2CCN(c3ncccn3)CC2)c1	-3%	?	2.0	0	-11	3%	3%	-1%	5
CC1CN(S(=O)(=O)N2CCOCC2)CCN1S(=O)(=O)N1CCOCC1 (stereo not given)	6%	-14%	0.7	-4	-4	1%	6%	2%	-5

One compound at a time, from the list above. Values in the order: GLP-1R agonist, PLK1 PBD inh, IL-2 act, DRD3 agonist, DRD3 antagonist, GLP1R cytotox, GLP-1R inv ag, WRN inhibitor, PI5P4K alpha inh
CC(C)(C)c1cccc(C2(O)C(=O)c3ccccc3C2=O)c1O is listed as 21%, 2%, 1.4, 8, -6, 2%, ?, -12%, -1
CCCOC(=O)Nc1nc(-c2ccc(C)cc2)c(C)s1 is listed as 16%, ?, -6.7, -7, -19, -2%, ?, -34%, 0
O=C(O)CSc1nnc(-c2ccco2)o1 is listed as 2%, -5%, 2.2, 0, 38, -6%, 1%, 4%, 0
CC(Oc1ccccc1)C(=O)Nc1nnc(S(=O)(=O)N(C)c2ccccc2)s1 (stereo not given) is listed as -7%, 1%, -2.5, 4, -14, 5%, -30%, -3%, -2
COc1ccc(OC)c(S(=O)(=O)N2CCN(c3ncccn3)CC2)c1 is listed as -3%, ?, 2.0, 0, -11, 3%, 3%, -1%, 5

Assay outcomes (PubChem)
